# Source: PubChem
# CendR NRP1 mod = alters CendR peptide binding to human NRP-1. FAM-RPARPAR peptide binding to NRP-1, fluorescence polarization. hit rate 0.85% among 360,000. AID 602438. O14786. inhibition, % at 25 µM;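 active means inhibition or corrected inhibition above about 18%, plus a signal ratio from 0.5 to 1.5, limit read from the data, passing the limit was not always enough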; further: strong numbers were not always called active
# MsrA inhibitor = inhibits bovine methionine sulfoxide reductase A | purified bovine MsrA, absorbance read-out | inhibition, % at 15.5 µM | hit rate 0.75% among 360,000 | AID 651718; in the data active means inhibition above about 4.5%;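 further: 0% = vehicle wells with enzyme and 100% = reference inhibitor wells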
# Scp-1 inhibitor = Scp-1 (human) phosphatase inhibition | Q9GZU7 | Recombinant Scp1, phosphopeptide, malachite green phosphate absorbance | inhibition, % at 20 µM | hit rate 0.88% among 340,000;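 active means inhibition above about 50% at 20 µM, limit read from the data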;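 further: plate controls were DMSO wells with enzyme for no effect and wells lacking enzyme for full effect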
#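 Test system – truncated SCP-1 phosphatase (76-261aa) · Reagent – Phosphorylated 17-residue peptide substrate · Incubation – 45 min room-temperature reaction, 5 min colour, 30 min stabiliser · Detection – colorimetric phosphate reagent with accelerator and stabiliser, absorbance at 630 nm · Measure – % inhibition at 20 µM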
# LMPTP inh = LMPTP (human) inhibition; hit rate 0.22% among 360,000; recombinant LMPTP-A, OMFP fluorogenic substrate, fluorescence intensity; P24666; inhibition, % at 20 µM;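 active means compounds that cut the enzyme signal by at least half of the control window in the single-dose screen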;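 further: plate controls were DMSO wells with enzyme plus substrate for no effect and substrate without enzyme for full effect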
#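 Test system: LMPTP-A phosphatase enzyme; input: 0.625 nM LMPTP-A final; reagent: OMFP substrate, 400 µM final; compound dosing: 20 µM single dose, 3% DMSO; incubation: 50 min dark incubation at room temperature; measured by: endpoint fluorescence intensity from OMFP dephosphorylation; measure: % inhibition relative to no-enzyme and uninhibited control wells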
# eLon inh = inhibitors of E. coli Lon protease | P0A9M0 | purified E. coli Lon protease, fluorescence polarization | inhibition, % at 7.94 µM | hit rate 0.42% among 360,000; in the data active means inhibition above about 13%, passing the limit was not always enough;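 further: 0% = enzyme with probe and DMSO and 100% = no enzyme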
# bovine MsrA act = activates bovine MsrA enzyme; activation, % at 10.6 µM; hit rate 0.3% among 360,000; purified bovine MsrA, absorbance read-out; in the data active means activation above about 7.5%;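 further: 0% = vehicle and 100% = reference activator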
# SUMO1 PPI mod = modulators of human SUMO1-mediated protein-protein interactions. P63165. SUMO1 binding to a labelled peptide, TR-FRET, 1 h. inhibition, % at 20 µM. hit rate 0.33% among 360,000. AID 602429; in the data active means inhibition above about 37%
# DNMT1 inh = blocks human DNA methyltransferase DNMT1; DNMT1 molecular beacon, Hinp1I cleavage, fluorescence; inhibition (reported as % activation of signal), % at 10 µM; P26358; hit rate 0.83% among 360,000; AID 588458; in the data active means inhibition above about 50%
# Target sequence (P26358 504-1616 limits assumed): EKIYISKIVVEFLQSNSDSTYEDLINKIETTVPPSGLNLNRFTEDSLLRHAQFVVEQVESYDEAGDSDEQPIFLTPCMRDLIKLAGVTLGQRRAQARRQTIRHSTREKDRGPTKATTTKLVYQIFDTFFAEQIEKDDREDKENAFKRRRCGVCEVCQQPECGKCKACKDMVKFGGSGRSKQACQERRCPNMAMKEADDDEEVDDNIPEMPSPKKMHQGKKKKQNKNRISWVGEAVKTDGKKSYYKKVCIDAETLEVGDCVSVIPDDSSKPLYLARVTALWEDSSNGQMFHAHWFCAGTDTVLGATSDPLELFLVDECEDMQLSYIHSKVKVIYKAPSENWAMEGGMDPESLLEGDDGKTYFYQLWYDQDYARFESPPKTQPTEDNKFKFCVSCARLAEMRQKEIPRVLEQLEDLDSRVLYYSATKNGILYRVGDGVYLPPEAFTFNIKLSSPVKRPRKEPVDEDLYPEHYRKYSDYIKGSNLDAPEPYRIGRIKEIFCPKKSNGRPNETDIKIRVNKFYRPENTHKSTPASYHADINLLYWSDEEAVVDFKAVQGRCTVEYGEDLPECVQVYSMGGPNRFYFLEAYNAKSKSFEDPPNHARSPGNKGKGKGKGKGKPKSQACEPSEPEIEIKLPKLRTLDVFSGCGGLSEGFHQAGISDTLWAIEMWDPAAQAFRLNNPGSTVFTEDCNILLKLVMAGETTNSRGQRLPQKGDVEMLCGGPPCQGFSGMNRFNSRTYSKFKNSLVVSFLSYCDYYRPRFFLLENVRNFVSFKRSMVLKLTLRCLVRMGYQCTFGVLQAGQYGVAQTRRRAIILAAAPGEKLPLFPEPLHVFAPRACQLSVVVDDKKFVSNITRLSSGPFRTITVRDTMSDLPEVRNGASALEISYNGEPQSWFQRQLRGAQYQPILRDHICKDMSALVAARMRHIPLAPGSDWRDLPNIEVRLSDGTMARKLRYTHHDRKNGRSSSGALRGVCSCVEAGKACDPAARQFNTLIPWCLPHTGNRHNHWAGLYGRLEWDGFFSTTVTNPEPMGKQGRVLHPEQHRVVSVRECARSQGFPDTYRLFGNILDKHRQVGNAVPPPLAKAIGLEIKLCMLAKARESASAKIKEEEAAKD
# Tb MetRS inh = blocks T. brucei methionyl-tRNA synthetase activity. purified T. brucei MetRS, ATP depletion, Kinase-Glo luminescence. inhibition, % at 11.9 µM. hit rate 0.4% among 360,000;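 active means inhibition above a per-plate cutoff of the control wells' mean inhibition plus 3 SD, cut at about 5.5% in these data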;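 further: 0% = DMSO wells median and 100% = median of wells with control inhibitor compound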
#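 technique = Kinase-Glo luminescence, ATP depletion format | system = purified MetRS (methionyl-tRNA synthetase) enzyme from Trypanosoma brucei | timing = 15 min preincubation, 2 h reaction, all 25 °C | evaluation = percent inhibition versus plate control medians | dosing = single dose, 11.9 µM final nominal, 0.9% final DMSO | also added = substrates ATP, L-methionine and bulk Escherichia coli tRNA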
# STEP block = STEP (human) phosphatase inhibition; recombinant STEP, OMFP fluorogenic substrate, fluorescence; inhibition, % at 20 µM; hit rate 0.25% among 360,000; AID 588621;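 active means inhibition at 20 µM, scaled per plate between control wells, above about 37%, limit read from the data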;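 further: 0% = DMSO with enzyme and substrate and 100% = substrate only without enzyme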
#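 Material: STEP (striatal-enriched tyrosine phosphatase) enzyme, cell-free | Medium: 50 mM Bis-Tris pH 6.0 with 2.5 mM DTT and 0.005% Tween 20 | Read-out: Percent inhibition scaled to no-enzyme and uninhibited-enzyme controls, plate-pattern corrected | Signal: Fluorescence read at 480 nm ex / 540 nm em | Times: 20 min reaction, room temperature, in the dark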
# * = called active by the depositor; nt = not tested or not shown.
# Order of values: CendR NRP1 mod	MsrA inhibitor	Scp-1 inhibitor	LMPTP inh	eLon inh	bovine MsrA act	SUMO1 PPI mod	DNMT1 inh	Tb MetRS inh	STEP block
CNCC(O)Cn1c2c(c3ccccc31)CCCC2 (centres undefined)
    -5	-1.9	-1	-1.0	-4	-5	2	-1	-0.1	-3
CCN(CC)S(=O)(=O)c1ccc(N2CCOCC2)c(NC(=O)C(C)Oc2ccc(F)cc2)c1 (centres undefined)
    -1	0.2	-14	-5.6	4	-2	-17	-7	0.1	2
CC(=O)Oc1cccc(N2C(=O)C3C(C2=O)C2C=CC3C23CC3)c1 (centres undefined)
    7	0.1	-4	-0.1	-7	-3	0	10	0.5	-3
COCCNC(=O)C1CCCN(C(=O)c2ccc(F)c(C)c2)CC1 (centres undefined)
    9	-1.2	nt	-1.1	5	-2	-6	5	-0.2	0
O=c1[nH]nc(-c2ccc(F)cc2)cc1Cc1ccc(F)cc1
    -7	-0.7	0	0.2	3	-3	-8	-4	0.2	0
O=C(CN1CCN(Cc2ccccc2)CC1)NCc1ccccc1Cl
    7	0.3	-1	0.2	-10	-5	2	1	-0.8	-2
Cc1cc(C(F)(F)F)nn1Cc1n[nH]c(=S)n1-c1ccc(F)cc1
    -5	-0.4	-7	-1.0	12	-1	-5	-4	-0.2	1
Cc1c(O)ccc(NS(=O)(=O)c2ccccc2)c1C
    14	-0.5	-3	-2.1	-1	-5	7	0	-0.8	2
COc1ccc2c(c1OC)C(=O)N(c1cccc(C)c1)C2=O
    10	-0.1	-1	-2.4	3	-4	-16	2	-0.5	0
COc1cc(O)c2c(=O)c3c(O)c(O)ccc3oc2c1OC
    -18	nt	10	12	-5	-3	3	5	-0.4	3
CC1CCCC(C)N1CCCNC(=O)C(=O)Nc1ccc2nc3n(c(=O)c2c1)CCCCC3 (centres undefined)
    5	0.9	-11	0.6	-4	-1	1	2	-0.5	-2
CC(=O)c1cccc(NC(=S)NC(=O)Cc2ccccc2)c1
    20	1.2	-6	1.6	0	-3	-1	-4	0.6	2
Nc1ccn(C2CCCO2)c(=O)n1 (centres undefined)
    0	0.1	7	0.1	-3	-5	11	4	0.1	2
O=C1N/C(=C/c2ccsc2)C(=O)N1c1ccccc1
    10	1.9	-2	-0.3	-2	-4	0	5	1.0	-5
CCOc1ccc(N2C(=O)c3cccnc3C2Nc2ccc(Cl)cc2)cc1 (centres undefined)
    -10	0.5	-2	0.0	-3	-4	-1	-4	-0.1	4
CN(Cc1ccccc1)C(=O)COC(=O)C1CCN(S(=O)(=O)c2ccc3c(c2)OCCO3)CC1
    5	-1.0	-8	-0.3	0	-1	-3	2	-0.4	0
Cc1nn2c(N3CCN(C)CC3)c3c(nc2c1-c1ccccc1)CCCC3
    -1	-0.9	3	-0.2	9	-2	-1	-1	-0.5	2
O=C(Nc1ccc(F)cc1)c1cccc(N2C(=O)c3ccccc3C2=O)c1
    -2	0.1	82*	1.5	6	-1	21	0	-0.6	13
CN(CCC#N)C(=O)COC(=O)C1c2ccccc2Oc2ccccc21
    6	-0.9	-6	-0.4	2	0	-4	-1	-0.1	0
CCN(CC)S(=O)(=O)c1ccc(N2CCOCC2)c(NC(=O)c2cc3ccccc3o2)c1
    -4	0.7	nt	-0.6	30*	-3	3	-2	0.1	1
CSc1ccc(C2c3[nH]c4ccccc4c3CCN2C(=O)c2ccnn2C)cc1 (centres undefined)
    -13	1.7	-7	2.1	-4	-11	-3	-8	-0.7	-2
Cc1ccccc1Cn1nnc(-c2ccc3c(c2)OCO3)n1
    7	0.9	-15	2.0	-9	-2	-1	-2	-0.2	1
Cc1ccc2c(c1)C(O)(c1c(C)[nH]c3ccccc13)C(=O)N2 (centres undefined)
    3	-0.5	-10	-0.5	6	-5	0	-2	0.3	1
O=C(CN1C(=O)CSC1=O)Nc1ccc(F)c(F)c1F
    13	1.2	-3	-0.7	-10	-4	2	-1	-0.9	-2
CCCC1C(=O)Nc2ccccc2N1C(=O)c1ccc(C(C)(C)C)cc1 (centres undefined)
    -4	-0.2	-6	1.3	-1	-5	1	-3	-1.1	1
NC(=O)Cc1ccc(Nc2nnc(-c3ccc(O)cc3)c3ccccc23)cc1
    -2	3.2	-6	2.4	-15	-3	-3	-1	0.2	3
Cc1ccc(-n2ncc3c(NNC(=O)Cc4ccccc4)ncnc32)cc1
    13	0.2	-5	-1.8	0	-8	5	5	-0.2	1
Cc1cccc(C)c1NC(=O)CCS(=O)(=O)c1cccc2nsnc12
    10	-0.6	2	0.4	3	3	-29	-3	-1.3	9
O=C1CC(c2cccs2)c2cc3c(cc2N1)OCO3 (centres undefined)
    -6	0.9	-7	-0.1	1	-2	0	-3	0.6	4
C[C@H](NC(=O)[C@@H]1CCCN1C(=O)[C@@H]1CCCN1C(=O)c1cccs1)c1ccccc1
    12	-1.4	nt	-1.4	-1	-1	1	nt	0.1	nt
Cc1ccc(CN2CCN(Cc3cccc(-n4cccn4)c3)CC2CCO)cc1 (centres undefined)
    -4	0.6	-6	2.1	-3	-2	3	-4	0.1	0
COc1ccc(S(=O)(=O)N2CCCOC2CNC(=O)C(=O)NCCc2ccco2)cc1 (centres undefined)
    -1	-0.2	1	-1.3	-11	-5	3	-1	-0.3	0
N/C(=N\OC(=O)C1CCCCC1)c1ccc(Br)cc1
    1	2.8	-1	0.2	2	-14	2	12	-1.4	0
O=C(COC(=O)CNC(=O)c1ccc(Cl)cc1)Nc1ccc(Cl)cc1C(F)(F)F
    -124	-1.1	-11	-0.2	-2	-3	-1	-1	1.7	-3
O=c1[nH]c(Nc2nc3ccccc3o2)nc2c1CCCC2
    -1	0.0	-4	0.8	18	0	3	1	0.0	2
Cc1ccccc1NC(=S)N(Cc1cccs1)C1CCCCC1
    12	0.3	-1	0.2	1	-7	-3	6	-0.2	2
COCCCNC(=O)Cn1cnc2sc(C)c(S(=O)(=O)N3CCN(c4ncccn4)CC3)c2c1=O
    5	2.2	-3	-1.0	-9	-5	-1	0	0.1	1
COc1cc(OC)cc(-c2nnc(SCc3cccc(C(=O)O)c3)o2)c1
    -23	-0.4	-8	-0.8	-8	-2	6	2	0.3	4
CCN(c1cccc(C)c1)S(=O)(=O)c1ccc2c(c1)oc(=O)n2C
    1	-1.5	-9	-1.3	6	-3	2	-2	-1.3	2
O=c1c(C(c2ccc(Cl)cc2)c2c(O)nc3n(c2=O)CCS3)c(O)nc2n1CCS2
    -16	-1.4	3	-2.3	3	-6	13	3	-0.1	-1
CCS(=O)(=O)Nc1cccc(C(=O)CC2(O)C(=O)Nc3ccccc32)c1 (centres undefined)
    9	-0.7	10	-1.9	5	-3	-8	1	-0.1	1
CCn1cc(C(=O)N2CCN(c3ccc([N+](=O)[O-])cc3)CC2)c(=O)c2ccc(C)nc21
    9	2.0	-7	-0.4	-12	-4	12	-1	0.0	0
CCOc1ccc2nc(N3CCCC(C(=O)N4CCN(CC)CC4)C3)sc2c1 (centres undefined)
    2	1.2	-15	-0.5	-9	-3	14	-2	0.4	-1
CC(C)Oc1ccc(C(CC(=O)O)NC(=O)c2cccs2)cc1 (centres undefined)
    -14	-1.5	3	0.6	-4	-14	4	4	-1.9	-3
CCC(C)NC(=O)Cn1nc(C(F)(F)F)c2c1CCCC2 (centres undefined)
    0	-1.3	17	-1.7	-5	-14	2	11	-1.2	-16
COc1cc(-c2cc(NC=O)c3ncc(-c4cccc(C(=O)N(C)C)c4)n3c2)cc(OC)c1OC
    -26	-0.5	nt	0.4	-22	-2	-7	-2	-0.3	-2
c1ccc2cc(Cn3ccnc3)ccc2c1
    -2	-0.3	-9	1.2	9	-1	5	0	-0.5	-1
C/C(=N/NS(=O)(=O)c1ccc(Cl)cc1)c1cccc(NC(=O)c2ccncc2)c1
    -7	-1.1	-7	0.4	-3	-3	-1	-3	0.3	-5
CCOc1ccc(C(=O)OCC(=O)Nc2ccc3c(c2)OCCO3)cc1OC
    25*	-0.6	-4	-0.1	5	-3	4	-1	-0.5	0
Fc1ccccc1Nc1nc(NCc2ccco2)nc(N2CCOCC2)n1
    19	-0.6	1	0.4	-13	-5	-2	-4	-0.1	0
COCCCNCCOc1ccccc1-c1ccccc1
    1	-1.0	-8	-1.5	-5	5	-3	4	0.0	-4
O=C(c1ccc(Cn2c(=S)[nH]c3cc4c(cc3c2=O)OCO4)cc1)N1CCN(c2ccccc2)CC1
    -3	1.0	-5	-0.9	-2	-5	2	-8	-1.4	2
COC(=O)c1ccccc1NC(=O)Cn1ccnc1
    -11	-0.1	-5	-1.2	-5	0	-3	1	-0.3	-3
CCOCc1nc(N)nc(N)c1-c1cccc(Cl)c1
    12	0.3	nt	9.7	-1	-2	21	4	0.2	-2
CCOC(=O)N1CCN(C(=O)c2ccc3nc4ccsc4c(=O)n3c2)CC1
    -6	5.1*	3	1.0	5	-3	17	0	-0.6	3
O=C(Nc1cc2ccccc2oc1=O)C1CCCCC1
    2	-1.0	3	-2.9	-9	-7	7	1	-1.0	0
CC1CCCCN1C(=O)C(Cc1ccccc1)N1C(=O)C2CCCCC2C1=O (centres undefined)
    -1	1.0	-2	-1.0	3	3	-4	1	-0.3	-2
CCC(=O)N(Cc1ccco1)C1CC(=O)N(c2ccccc2)C1=O (centres undefined)
    -2	1.2	4	-0.7	3	-11	-2	1	-1.7	1
COc1cc2ccccc2cc1C(=O)N1CCN(C)CC1
    14	-1.1	-1	-6.8	0	-7	-1	1	-1.0	-1

# At a glance, some entries already given.
# Order of values: CendR NRP1 mod	MsrA inhibitor	Scp-1 inhibitor	LMPTP inh	eLon inh	bovine MsrA act	SUMO1 PPI mod	DNMT1 inh	Tb MetRS inh	STEP block
c1ccc2cc(Cn3ccnc3)ccc2c1
    -2	-0.3	-9	1.2	9	-1	5	0	-0.5	-1
C/C(=N/NS(=O)(=O)c1ccc(Cl)cc1)c1cccc(NC(=O)c2ccncc2)c1
    -7	-1.1	-7	0.4	-3	-3	-1	-3	0.3	-5
CCOc1ccc(C(=O)OCC(=O)Nc2ccc3c(c2)OCCO3)cc1OC
    25*	-0.6	-4	-0.1	5	-3	4	-1	-0.5	0
Fc1ccccc1Nc1nc(NCc2ccco2)nc(N2CCOCC2)n1
    19	-0.6	1	0.4	-13	-5	-2	-4	-0.1	0

# Compounds as they come; about 4.3% have a hit in one of these screens.
